TRb-SRC2 inh: disrupts binding of human TR beta to SRC2; Potency, µM (doses to about 106 µM), for the others: at the top dose activity change, negative = inhibition, actives largely listed as inhibitors; 0.065% of 280,000 active; TRbeta-SRC2 peptide binding, fluorescence polarization; receptor liganded with 1 µM T3; P10828; AID 1469;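 further: potency means the concentration at half of the fitted maximal effect; plate controls were bound peptide for no effect and peptide without receptor for full effect; nearly all actives have a fitted effect of over 50% in size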
Target sequence (P10828 whole entry, looked up): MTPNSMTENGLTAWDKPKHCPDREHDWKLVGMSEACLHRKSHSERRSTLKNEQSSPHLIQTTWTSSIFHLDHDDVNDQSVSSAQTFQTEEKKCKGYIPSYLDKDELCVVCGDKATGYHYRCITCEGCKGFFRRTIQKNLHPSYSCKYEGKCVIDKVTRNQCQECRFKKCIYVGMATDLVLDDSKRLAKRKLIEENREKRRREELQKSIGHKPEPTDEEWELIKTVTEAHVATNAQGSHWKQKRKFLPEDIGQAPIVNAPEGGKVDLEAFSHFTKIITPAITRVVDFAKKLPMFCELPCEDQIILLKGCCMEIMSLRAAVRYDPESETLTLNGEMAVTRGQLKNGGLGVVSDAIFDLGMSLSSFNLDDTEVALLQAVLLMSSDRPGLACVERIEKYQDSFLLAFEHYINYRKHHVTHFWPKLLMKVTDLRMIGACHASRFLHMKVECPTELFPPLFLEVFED
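TRb LBD 0.6 uM + Texas Red SRC2 peptide 20 nM, 1 uM T3, Tris buffer w/ 5% DMSO; compound pinned, 5 h RT; FP read ex 555/em 632; normalized to unbound and bound controls.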
NPSR antagonist: neuropeptide S receptor (human) antagonism, cAMP; CHO-NPSR cells, cAMP TR-FRET, antagonist mode; Potency, µM (highest dose often 38.3 µM), inactives show at the top dose activity change, negative = inhibition, most hits filed as inhibitors; 1% of 220,000 active; further: potency means the concentration at half of the fitted maximal effect; on the % scale 0 is the no-effect control and ±100 the full control effect; nearly all actives have a fitted effect of over 50% in size; many of its hits are not listed in these tables
Target sequence (Q6W5P4 whole entry, looked up): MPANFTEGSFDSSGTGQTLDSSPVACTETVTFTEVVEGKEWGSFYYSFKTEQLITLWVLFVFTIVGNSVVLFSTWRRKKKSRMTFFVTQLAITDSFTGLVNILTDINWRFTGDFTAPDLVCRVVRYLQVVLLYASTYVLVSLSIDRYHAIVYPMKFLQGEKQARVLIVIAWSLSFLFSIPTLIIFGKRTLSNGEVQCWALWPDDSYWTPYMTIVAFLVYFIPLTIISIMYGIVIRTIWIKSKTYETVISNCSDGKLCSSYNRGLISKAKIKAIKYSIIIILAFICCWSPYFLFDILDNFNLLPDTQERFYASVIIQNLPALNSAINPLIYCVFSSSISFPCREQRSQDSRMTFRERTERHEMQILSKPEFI
Tau fibril FP: inhibitors of human tau fibril formation; P10636; Potency, µM (doses to about 57.7 µM), without a hit: at the top dose activity, negative = inhibition, most hits filed as inhibitors; AID 1468; K18 P301L tau heparin fibrillization, Alexa594 FP, 6 h; 0.39% of 280,000 active; further: potency means the concentration at half of the fitted maximal effect; on the % scale 0 is the no-effect control and ±100 the full control effect; nearly all actives have a fitted effect of over 55% in size
Target sequence (P10636 561-689 P618L limits assumed): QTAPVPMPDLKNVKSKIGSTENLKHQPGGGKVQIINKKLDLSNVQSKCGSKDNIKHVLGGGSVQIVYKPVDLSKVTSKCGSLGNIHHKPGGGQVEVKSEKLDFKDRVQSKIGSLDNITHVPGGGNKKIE
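Recombinant K18 P301L […], labeled with Alexa 594 at 0.24 uM over 15 uM unlabeled; heparin inducer 20 uM final; 37 C, 6 hr; FP endpoint.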
TR SRC2 fluor cs: counter-screen for TRb-SRC2 inhibitors: fluorescence interference; Potency, µM (doses to about 106 µM), for the others: at the top dose fluorescence change, negative = quenching; TRb/SRC2 Texas Red total fluorescence interference; 0.29% of 280,000 active; AID 1479; active means well fitted curve in either direction with a large enough effect; inconclusive means small, poorly fitted or top-dose-only effect; further: potency means the concentration at half of the fitted maximal effect; on the % scale 0 is the no-effect control and ±100 the full control effect
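Flags fluorescent or light-absorbing compounds by total fluorescence, S + 2P, at 555 nm excitation and 632 nm emission. Mixture: 20 nM Texas Red SRC2 peptide, 0.6 uM human TRb LBD, 1 uM T3, 5% DMSO; compound exposure 5 h at ambient temperature.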
CBFb-RUNX1 inh: CBF-beta/RUNX1 interaction disruption; Q01196+Q13951; AlphaScreen CBFb-His/RUNX1-biotin binding, biochemical; Potency, µM (series often up to 59.8 µM), without a hit: at the highest dose activity, negative = inhibition, usual class: inhibitors; 230,000 tested, under 10 active; further: % of control where 0% means no effect
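Compounds were screened at multiple concentrations against a preformed CBF-beta(His)/RUNX1(biotin) complex (30 nM of each) for 15 min at room temperature, followed by 90 min with nickel and streptavidin beads and AlphaScreen reading.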
Tau fluor counter: counter-screen for tau fibril formation inhibitors | 0.93% of 280,000 active | AID 1463 | Potency, µM (series often up to 57.7 µM), for inactives: top-dose activity change, negative = decrease | tau K18 P301L Alexa594 fluorescence, heparin fibrillization; further: potency means the concentration at half of the fitted maximal effect; on the % scale 0 is the no-effect control and ±100 the full control effect; nearly all actives have a fitted effect of over 55% in size
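Human tau K18 P301L (15 uM unlabeled, 0.24 uM Alexa 594-labeled) in 100 mM sodium acetate pH 7 with 20 uM heparin, 6 hr at 37 C. ThT 30 uM added, 1 hr ambient; Alexa 594 FP and total fluorescence read at 555/632 nm.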
aGal spleen mod: alpha-galactosidase A (human) modulation; P06280; human spleen homogenate, 4MU-alpha-Gal fluorescence, 40 min; Potency, µM (doses to about 80 µM), without a hit: at the top dose activity change, negative = inhibition, hits mostly inhibitors; 0.008% of 240,000 active; AID 2107;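 further: potency means the concentration at half of the fitted maximal effect; 0% = enzyme with vehicle and -100% = no enzyme basal signal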
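Spleen homogenate 1 ug + cpd (titration) + 4-MU-alpha-D-galactopyranoside 1 mM; 37C 40 min; 50 mM citrate/phosphate pH 5.0, 0.01% Tween-20; stop pH 10; fluorescence 365/440; AC50 via Hill.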
Epigenetic reg: derepresses silenced GFP reporter in murine cells; murine LDR cells, GFP reporter derepression, 30 h; Potency, µM (doses to about 53.9 µM), for the others: at the top dose GFP activation, most hits filed as activators; 0.2% of 280,000 active; AID 1865; further: potency means the concentration at half of the fitted maximal effect; % of control where 0% means no effect; nearly all actives have a fitted effect of over 60% in size
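Derepression of a silenced CMV-GFP reporter in murine LDR cells is scored by enumerating GFP-positive cells with a laser-scanning microplate cytometer after 30 hours of treatment at 37 C.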
An asterisk follows results filed as active; [ ] = remark or other dose. Unless noted, the call rests on the fitted dose curve; in most records, active means well fitted curve in the direction sought with a large enough effect; inconclusive means small, poorly fitted or top-dose-only effect, or another doubt; inactive means no such curve, though single readings can be large; an effect the other way counts as inactive or inconclusive. A portion of the library (hit frequency here may not be typical).

The opening two compounds as a preview:
How did O=C(Cc1cccs1)NNC(=S)NCc1ccc(Cl)cc1 do in these assays?
TRb-SRC2 inh: -4%; NPSR antagonist: 1%[46.1 µM]; Tau fibril FP: 0%; TR SRC2 fluor cs: -2%; CBFb-RUNX1 inh: 4%; Tau fluor counter: -4%; aGal spleen mod: -5%; Epigenetic reg: -1.2%

Results for COc1ccc(S(=O)(=O)NN=C2CCCC2)cc1 ?
TRb-SRC2 inh: -11%; NPSR antagonist: -5%[46.1 µM]; Tau fibril FP: 2%; TR SRC2 fluor cs: -2%; CBFb-RUNX1 inh: -1%; Tau fluor counter: -3%; aGal spleen mod: -16%; Epigenetic reg: -0.9%

All compounds of this part, repeating the preview:
How did O=C(Cc1cccs1)NNC(=S)NCc1ccc(Cl)cc1 do in these assays?
TRb-SRC2 inh: -4%; NPSR antagonist: 1%[46.1 µM]; Tau fibril FP: 0%; TR SRC2 fluor cs: -2%; CBFb-RUNX1 inh: 4%; Tau fluor counter: -4%; aGal spleen mod: -5%; Epigenetic reg: -1.2%

Results for COc1ccc(S(=O)(=O)NN=C2CCCC2)cc1 ?
TRb-SRC2 inh: -11%; NPSR antagonist: -5%[46.1 µM]; Tau fibril FP: 2%; TR SRC2 fluor cs: -2%; CBFb-RUNX1 inh: -1%; Tau fluor counter: -3%; aGal spleen mod: -16%; Epigenetic reg: -0.9%

How did COc1ccc(N(C(=O)COc2ccccc2OC)S(=O)(=O)c2ccc(Cl)cc2)cc1 do in these assays?
TRb-SRC2 inh: 6%; Tau fibril FP: 14%; TR SRC2 fluor cs: -14%; Tau fluor counter: -25%; Epigenetic reg: -0.8%

How did CCOc1ccc(NC(=O)CCC(=O)NNC(=O)COc2ccccc2C)cc1 do in these assays?
TRb-SRC2 inh: inconclusive; NPSR antagonist: 4%; Tau fibril FP: 2%; TR SRC2 fluor cs: inconclusive; CBFb-RUNX1 inh: 6%; Tau fluor counter: 6%; aGal spleen mod: -5%; Epigenetic reg: -1.1%

Results for CCC(C)Sc1nc2c(c(=O)[nH]c(=O)n2C)n1CCc1ccccc1 (stereo unspecified) ?
TRb-SRC2 inh: 4%; NPSR antagonist: -19%[46.1 µM]; Tau fibril FP: 2%; TR SRC2 fluor cs: 0%; CBFb-RUNX1 inh: -2%; Tau fluor counter: -3%; aGal spleen mod: 5%; Epigenetic reg: -0.8%

Results for CCC(=O)N1N=C(c2ccccc2)CC1c1ccc([N+](=O)[O-])cc1 (stereo unspecified) ?
TRb-SRC2 inh: 3%; NPSR antagonist: -4%; Tau fibril FP: 5%; TR SRC2 fluor cs: -1%; CBFb-RUNX1 inh: -8%; Tau fluor counter: 10%; aGal spleen mod: -6%; Epigenetic reg: -2.0%

How did CCN1C(=O)[C@H]2[C@H]3[C@H](O)[C@H](O)C/C(=N/NC(=O)OCc4ccccc4)[C@@H]3CC[C@@H]2C1=O do in these assays?
TRb-SRC2 inh: 0%[11.2 µM]; Tau fibril FP: -4%[11.6 µM]; TR SRC2 fluor cs: 0%[11.2 µM]; CBFb-RUNX1 inh: 7%[13.1 µM]; Tau fluor counter: -7%[11.6 µM]; aGal spleen mod: -2%[17.5 µM]; Epigenetic reg: 1.1%[10.1 µM]

Results for Cc1ccc(-n2ncc3c(NCc4ccccc4)ncnc32)cc1 ?
TRb-SRC2 inh: -10%; NPSR antagonist: 22%[46.1 µM]; Tau fibril FP: -5%; TR SRC2 fluor cs: 2%; CBFb-RUNX1 inh: 4%; Tau fluor counter: -2%; aGal spleen mod: -9%; Epigenetic reg: -3.7%

Results for COc1cc2c(=O)c(S(=O)(=O)c3ccc(F)cc3)cn(Cc3ccc(Cl)cc3)c2cc1OC ?
TRb-SRC2 inh: -5%; Tau fibril FP: -4%; TR SRC2 fluor cs: 0%; Tau fluor counter: 5%; Epigenetic reg: 10%

What do the screens show for `O=C(Nc1ccccc1N1CCCC1)c1ccc2c(c1)OCO2`?
TRb-SRC2 inh: -16%; NPSR antagonist: -23%[46.1 µM]; Tau fibril FP: 2%; TR SRC2 fluor cs: 2%; CBFb-RUNX1 inh: 5%; Tau fluor counter: -12%; aGal spleen mod: 0%; Epigenetic reg: 0.0%

Results for COc1ccc(NC(=O)c2cc(OC)c(OC)c(OC)c2)cn1 ?
TRb-SRC2 inh: -3%; NPSR antagonist: 11%[46.1 µM]; Tau fibril FP: 0%; TR SRC2 fluor cs: -1%; CBFb-RUNX1 inh: -4%; Tau fluor counter: 1%; aGal spleen mod: 1%; Epigenetic reg: 0.4%

Results for OCCN1CCN(c2ncnc3c2cnn3-c2cccc(Cl)c2)CC1 ?
TRb-SRC2 inh: 5%; Tau fibril FP: -13%; TR SRC2 fluor cs: -2%; Tau fluor counter: -16%; Epigenetic reg: 1.7%

What do the screens show for `CCOC(=O)C1CCN(C(=O)CN(c2ccc3c(c2)OCCO3)S(C)(=O)=O)CC1`?
TRb-SRC2 inh: 2%; NPSR antagonist: -10%[46.1 µM]; Tau fibril FP: -2%; TR SRC2 fluor cs: -2%; CBFb-RUNX1 inh: -2%; Tau fluor counter: -3%; aGal spleen mod: 2%; Epigenetic reg: 0.0%

How did O=C(Cn1ncc2c([nH]c3ccccc32)c1=O)Nc1cccc(C(F)(F)F)c1 do in these assays?
TRb-SRC2 inh: 7%; Tau fibril FP: inconclusive; TR SRC2 fluor cs: 3%; Tau fluor counter: 3%; Epigenetic reg: -0.4%

Results for COC(=O)C1C(=O)CC(C)(O)C(C(=O)OC)C1c1ccccc1F (stereo unspecified) ?
TRb-SRC2 inh: 1%; NPSR antagonist: -12%[46.1 µM]; Tau fibril FP: 2%; TR SRC2 fluor cs: 3%; CBFb-RUNX1 inh: 3%; Tau fluor counter: 7%; aGal spleen mod: 18%; Epigenetic reg: -9.5%

How did COc1ccc(CCNC(=O)c2nnn(-c3cc(C)cc(C)c3)c2N)cc1OC do in these assays?
TRb-SRC2 inh: 3%; NPSR antagonist: -13%[46.1 µM]; Tau fibril FP: 0%; TR SRC2 fluor cs: 2%; CBFb-RUNX1 inh: -4%; Tau fluor counter: -16%; aGal spleen mod: 10%; Epigenetic reg: 1.0%

How did CO[C@@H]1COC(=O)CC=C[C@@H](C)[C@@H]2C=C[C@H](O)[C@@H](COC(=O)[C@H](C)NC(=O)CC=C[C@H]1C)O2 do in these assays?
TRb-SRC2 inh: 7%[11.2 µM]; Tau fibril FP: -5%[11.6 µM]; TR SRC2 fluor cs: 1%[11.2 µM]; CBFb-RUNX1 inh: 12%[13.1 µM]; Tau fluor counter: -8%[11.6 µM]; aGal spleen mod: -3%[17.5 µM]; Epigenetic reg: 2.0%[10.1 µM]

What do the screens show for `Cc1ccccc1NC(=O)c1c(NC(=O)c2ccccc2)sc2c1CCC2`?
TRb-SRC2 inh: -12%; Tau fibril FP: 4%; TR SRC2 fluor cs: 7%; Tau fluor counter: -11%; Epigenetic reg: -0.8%

Results for Cc1cc(Cl)ccc1OCC(=O)Nc1c(C(=O)c2ccccc2)oc2ccccc12 ?
TRb-SRC2 inh: 1%; Tau fibril FP: -5%; TR SRC2 fluor cs: -4%; Tau fluor counter: -11%; Epigenetic reg: 0.8%

How did CC(C)Oc1ccc(C(=O)N(Cc2ccco2)Cc2cccs2)cc1 do in these assays?
TRb-SRC2 inh: -8%; Tau fibril FP: 1%; TR SRC2 fluor cs: 0%; Tau fluor counter: -5%; Epigenetic reg: -2.1%

How did Cc1ccc(-n2nc(C)c3c(C(=O)O)cc(C)nc32)cc1 do in these assays?
TRb-SRC2 inh: -3%; Tau fibril FP: 0%; TR SRC2 fluor cs: 1%; Tau fluor counter: 7%; Epigenetic reg: 4.7%

Results for CCc1cnc2c(c1SCC(=O)Nc1ccc(C(=O)OC)cc1)c(=O)n(C)c(=O)n2C ?
TRb-SRC2 inh: -11%; Tau fibril FP: -6%; TR SRC2 fluor cs: -1%; Tau fluor counter: -19%; Epigenetic reg: 2.7%

What do the screens show for `CCOc1ccccc1C(=O)N1CCC(C(=O)c2ccc(F)cc2)CC1`?
TRb-SRC2 inh: 3%; NPSR antagonist: -18%[46.1 µM]; Tau fibril FP: 11%; TR SRC2 fluor cs: -2%; CBFb-RUNX1 inh: 14%; Tau fluor counter: 1%; aGal spleen mod: -2%; Epigenetic reg: 0.0%

Results for CCCC(=O)Nc1cc(-c2nc3cccnc3s2)ccc1C ?
TRb-SRC2 inh: 0%; Tau fibril FP: inconclusive; TR SRC2 fluor cs: 8%; Tau fluor counter: -28%; Epigenetic reg: 0.0%

What do the screens show for `CCOC(=O)COc1ccc2cc(C(=O)OCC)c(=O)oc2c1`?
TRb-SRC2 inh: -10%; NPSR antagonist: -6%[46.1 µM]; Tau fibril FP: -11%; TR SRC2 fluor cs: -1%; CBFb-RUNX1 inh: 0%; Tau fluor counter: -6%; aGal spleen mod: inconclusive; Epigenetic reg: -1.0%

How did CC(Oc1ccccc1)c1ccnn1S(C)(=O)=O (stereo unspecified) do in these assays?
TRb-SRC2 inh: -8%; NPSR antagonist: -1%[46.1 µM]; Tau fibril FP: -1%; TR SRC2 fluor cs: 3%; CBFb-RUNX1 inh: 5%; Tau fluor counter: -2%; aGal spleen mod: 4%; Epigenetic reg: -1.2%

How did Cc1ccccc1Cn1cc(NC(=O)c2noc3c2CC(C(C)(C)C)CC3)cn1 (stereo unspecified) do in these assays?
TRb-SRC2 inh: -5%; NPSR antagonist: 14%[46.1 µM]; Tau fibril FP: 6%; TR SRC2 fluor cs: 2%; CBFb-RUNX1 inh: -6%; Tau fluor counter: -15%; aGal spleen mod: 0%; Epigenetic reg: 0.8%

What do the screens show for `CC(OC(=O)Cc1n[nH]c(=O)c2ccccc12)C(=O)Nc1cccc([N+](=O)[O-])c1` (stereo unspecified)?
TRb-SRC2 inh: -2%; NPSR antagonist: 3%; Tau fibril FP: 1%; TR SRC2 fluor cs: 1%; CBFb-RUNX1 inh: 3%; Tau fluor counter: -10%; aGal spleen mod: -7%; Epigenetic reg: -1.1%

What do the screens show for `COC(=O)C(NC(=O)c1ccccc1C)(Nc1ncc(S(=O)(=O)c2ccc([N+](=O)[O-])cc2)s1)C(F)(F)F` (stereo unspecified)?
TRb-SRC2 inh: 0%; NPSR antagonist: -25%[46.1 µM]; Tau fibril FP: 15%; TR SRC2 fluor cs: -5%; CBFb-RUNX1 inh: -5%; Tau fluor counter: inconclusive; aGal spleen mod: 2%; Epigenetic reg: 1.2%
